Assay outcomes deposited in PubChem BioAssay by National Center for Advancing Translational Sciences (NCATS).
ALDH1A1 block: inhibitors of human aldehyde dehydrogenase 1A1 | Purified ALDH1A1, NADH fluorescence, propionaldehyde substrate | Potency, µM (highest dose often 75.3 µM), inactives show at the top dose activity, negative = inhibition, hits mostly inhibitors | hit rate 7.3% among 220,000 | AID 1030; active means well fitted inhibition curve with a large enough effect, not every such curve was filed as active; inconclusive means small, poorly fitted or top-dose-only effect, or another doubt; inactive means no such curve, though single readings can be large or run the other way;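 further: plate controls were no enzyme wells and a reference inhibitor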
Target sequence (P00352 whole entry, looked up): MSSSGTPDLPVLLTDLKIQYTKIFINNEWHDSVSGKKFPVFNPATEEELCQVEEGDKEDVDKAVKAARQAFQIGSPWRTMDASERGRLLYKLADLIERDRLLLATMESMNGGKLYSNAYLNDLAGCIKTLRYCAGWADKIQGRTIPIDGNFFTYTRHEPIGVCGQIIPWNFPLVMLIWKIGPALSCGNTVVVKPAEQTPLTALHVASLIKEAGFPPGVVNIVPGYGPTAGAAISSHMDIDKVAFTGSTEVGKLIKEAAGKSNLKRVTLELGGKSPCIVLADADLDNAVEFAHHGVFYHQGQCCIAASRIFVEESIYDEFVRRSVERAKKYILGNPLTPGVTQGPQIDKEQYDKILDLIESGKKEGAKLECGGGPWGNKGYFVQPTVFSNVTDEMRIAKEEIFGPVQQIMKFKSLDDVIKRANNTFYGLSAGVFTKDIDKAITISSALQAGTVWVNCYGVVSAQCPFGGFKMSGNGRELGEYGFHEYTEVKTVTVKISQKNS
Epigenetic reg: epigenetic control regulation, reporter derepression. murine LDR cells, GFP reporter derepression, 30 h. hit rate 0.2% among 280,000. Potency, µM (titrated, usually from 53.9 µM), without a hit: top-dose GFP activation, usual class: activators; further: % of control where 0% means no effect; nearly all actives have a fitted effect of over 60% in size
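Murine LDR cells bearing a silenced CMV-driven GFP reporter were exposed to compound for 30 h at 37 C. After PBS washes, GFP-positive cells (20-120 um objects) counted by laser-scanning microplate cytometry.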
NPSR antag: antagonists of human neuropeptide S receptor cAMP signaling | Q6W5P4 | CHO-NPSR cells, cAMP TR-FRET, antagonist mode | Potency, µM (doses to about 38.3 µM), for the others: at the top dose activity change, negative = inhibition, most hits filed as inhibitors | hit rate 1% among 220,000; further: on the % scale 0 is the no-effect control and ±100 the full control effect; nearly all actives have a fitted effect of over 50% in size; many of its hits are not listed in these tables
GAA inhib: alpha-glucosidase (human) inhibition | hit rate 0.005% among 200,000 | Potency, µM (highest dose often 76.9 µM), without a hit: at the top dose activity change, negative = inhibition, hits mostly inhibitors | P10253 | AID 1466 | purified human GAA, 4-MU-alpha-glucoside fluorescence;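 further: plate controls were uninhibited enzyme wells for no effect and no-enzyme background for full effect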
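Human enzyme at 4 nM with 400 uM 4-methylumbelliferyl-alpha-D-pyranoside, citrate/phosphate buffer pH 5.0, 0.005% Tween-20, 20 min at room temperature. Compounds up to 77 uM. 4-MU fluorescence (Ex 365/Em 440) read after NaOH/glycine stop; AC50 from Hill fit.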
GAA glycogen mod: alters human alpha-glucosidase cleavage of glycogen. AID 2100. recombinant GAA, glycogen substrate, Amplex Red glucose oxidase fluorescence. Potency, µM (series often up to 76.4 µM), inactives show at the highest dose activity change, negative = inhibition, hits mostly inhibitors. hit rate 0.38% among 300,000;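 further: 0% = full enzyme reaction and -100% = no-enzyme basal signal; the screen sought inhibitors and activators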
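Recombinant enzyme (4 nM final) with compounds titrated up to 77 uM and bovine liver glycogen (30 ug) in citrate pH 5.0, 0.01% Tween-20, 37 C 40 min. Released glucose detected by Amplex Red/glucose oxidase (Ex 573/Em 610); AC50 from Hill fits.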
aGal spleen mod: inhibitors or activators of human alpha-galactosidase in spleen homogenate | hit rate 0.008% among 240,000 | P06280 | AID 2107 | Potency, µM (doses to about 80 µM), for inactives: at the highest dose activity change, negative = inhibition, actives largely listed as inhibitors | human spleen homogenate, 4MU-alpha-Gal fluorescence, 40 min;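 further: 0% = enzyme with vehicle and -100% = no enzyme basal signal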
Target sequence (P06280 32-429 limits assumed): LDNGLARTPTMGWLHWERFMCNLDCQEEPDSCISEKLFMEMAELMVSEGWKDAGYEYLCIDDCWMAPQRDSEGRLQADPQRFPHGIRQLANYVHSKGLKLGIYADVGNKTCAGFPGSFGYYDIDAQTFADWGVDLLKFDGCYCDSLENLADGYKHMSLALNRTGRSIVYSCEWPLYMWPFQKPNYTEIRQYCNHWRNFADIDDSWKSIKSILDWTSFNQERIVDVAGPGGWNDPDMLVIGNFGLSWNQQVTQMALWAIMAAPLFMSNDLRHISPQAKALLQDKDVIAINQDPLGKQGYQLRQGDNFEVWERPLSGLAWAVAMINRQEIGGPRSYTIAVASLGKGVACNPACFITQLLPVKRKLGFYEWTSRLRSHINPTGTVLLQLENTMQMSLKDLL
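Inhibition or activation of alpha-galactosidase in human spleen homogenate is scored by 4-MU fluorescence after 40 min at 37C, pH 5.0, with 1 mM substrate. AC50s come from concentration-response fitted to the Hill equation.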
aGlu spleen mod: lysosomal alpha-glucosidase (human) modulation; human spleen homogenate, 4-MU-alpha-glucoside fluorescence; Potency, µM (series often up to 79.9 µM), for the others: top-dose activity change, negative = inhibition, usual class: inhibitors; hit rate 0.006% among 240,000; AID 2112;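 further: 0% = enzyme with vehicle and -100% = no enzyme basal signal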
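Human spleen homogenate (1 ug) with 4-methylumbelliferyl-alpha-D-glucopyranoside (1 mM final) in 50 mM citrate/phosphate pH 5.0, 0.01% Tween-20; 40 min at 37 C. Stopped at pH 10; 4-MU fluorescence Ex 365/Em 440 nm; AC50 by Hill fit.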
Tau fluor cs: counter-screen for tau fibril formation inhibitors; tau K18 P301L Alexa594 fluorescence, heparin fibrillization; Potency, µM (highest dose often 57.7 µM), for the others: at the highest dose activity change, negative = decrease; hit rate 0.93% among 280,000; further: on the % scale 0 is the no-effect control and ±100 the full control effect; nearly all actives have a fitted effect of over 55% in size
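Human tau K18 P301L (15 uM unlabeled, 0.24 uM Alexa 594-labeled) in 100 mM sodium acetate pH 7 with 20 uM heparin, 6 hr at 37 C. ThT 30 uM added, 1 hr ambient; Alexa 594 FP and total fluorescence read at 555/632 nm.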
* hit, by the source's call; ? = inconclusive; . = not tested or not shown; & = joins results of further samples; [ ] = another dose, or the depositor's remark. Unless noted, the call rests on the fitted dose curve; in most records, active means well fitted curve in the direction sought with a large enough effect; inconclusive means small, poorly fitted or top-dose-only effect, or another doubt; inactive means no such curve, though single readings can be large; an effect the other way counts as inactive or inconclusive. Potency means the concentration at half of the fitted maximal effect. This is a subset. The share of hits here may be higher or lower than overall.

Every second line gives: ALDH1A1 block | Epigenetic reg | NPSR antag | GAA inhib | GAA glycogen mod | aGal spleen mod | aGlu spleen mod | Tau fluor cs
O=C(CSc1ncc(C(=O)O)n1-c1ccc(F)cc1)NCc1ccc2c(c1)OCO2
    6% | 1.1% | 6% | 5% | 9% | -1% | -1% | 5%
CCC(=O)NC1(Cc2ccc(O)cc2)CCCCC1
    6% | -0.1% | 12% | 1% | 6% | -3% | 0% | 3%
Cc1ccc(CS/C(Nc2ccccc2C)=C(\C#N)C(=O)NCc2ccco2)c(C)c1
    -8% | 0.8% | ? | ? | -5% | -21% | -7% | -15%
COc1ccccc1N1CCN(C2CCN(S(=O)(=O)c3ccc4ccccc4c3)CC2)CC1
    -3% | -0.4% | -28%[46.1 µM] | -10% | -2% | -10% | -2% | -25%
C/C(CC(=O)Nc1ccccn1)=N\NC(=O)c1ccc(C)cc1
    2% | -1.0% | 14% | 4% | -9% | -4% | -7% | -15%
CCCCNC(C(=O)Nc1cccc(S(=O)(=O)N2CCOCC2)c1)c1ccccc1 (stereo unspecified)
    13µM* | -3.4% | -18% | -1% | 0% | -2% | -8% | -13%
Fc1cc2nc(-c3ccncc3)[nH]c2cc1F
    ? | 0.0% | 5%[46.1 µM] | -3% | -3% | -2% | -3% | -5%
Cc1cccc(-n2c(=O)[nH]c3c(C(N)=O)nc(-c4ccccc4Cl)nc32)c1
    4% | 0.0% | ? | ? | 6% | -12% | -13% | 1%
CCS(=O)(=O)CCSc1nc2c(cc1C#N)CCCC2
    ? | -2.1% | -10%[46.1 µM] | -18% | -3% | -2% | -3% | 4%
O=c1[nH]c(SCc2ccccc2)nc2c1sc1ccccc12
    4% | -1.7% | -11% | 2% | -6% | 11% | -15% | 12%
Cn1c(C(=O)O)cc2cc(F)ccc21
    ? | 9.2% | -2%[46.1 µM] | -9% | 4% | 6% | 2% | -4%
O=C(CN1CCN(C(c2ccccc2)c2ccccc2)CC1)N1CCN(c2ccccc2)CC1
    . | 1.2% | ? | . | 3% | 6% | 8% | -4%
N/C(=N\OC(=O)C(c1ccccc1)c1ccccc1)c1ccccn1
    ? | -2.0% | -22%[46.1 µM] | -7% | 2% | 4% | 6% | -7%
C#CCNC(=O)C(C)c1ncc(C(F)(F)F)cc1Cl (stereo unspecified)
    7% | -1.4% | 6% | -6% | 5% | 7% | -1% | -8%
Cc1ccc(NC(=S)N2CCN(C(=O)C3CCCO3)CC2)cc1 (stereo unspecified)
    -8% | -1.9% | 8% | 6% | -2% | -2% | -5% | -1%
Cc1ccc(S(=O)(=O)N2CCC(=O)N(CCOC(=O)Nc3ccccc3C)CC2)cc1
    5% | 6.8% | 4% | 4% | 5% | 5% | -2% | -7%
COc1cc2c(cc1OC)C1=NC(=O)CN1C(SCc1ccccc1C)=N2
    ? | ? | -13%[46.1 µM] | ? | 1% | -4% | -6% | 1%
Cc1ccc(C)c(NC(=S)NC2CC3CCCC(C2)N3CC(C)C)c1 (stereo unspecified)
    11% | -3.0% | 13%[46.1 µM] | -9% | -3% | -1% | -2% | -1%
CCOc1ccccc1-c1nc(-c2ccc(C)nc2OC)no1
    -6% | -1.1% | -2%[46.1 µM] | 4% | -2% | 8% | 5% | -18%
CC1CCN(c2nc(/C=C/c3ccccc3)nc3ccccc23)CC1
    2% | -1.0% | -44% | -1% | -4% | 1% | 1% | -16%
Cc1nn(C)cc1CN1CCC(CO)(CCOc2ccccc2)CC1
    -3% | 0.0% | -7% | 2% | -7% | 3% | 4% | -5%
CN(C)CCC(c1ccccc1)c1ccccn1 (stereo unspecified)
    3%&1%&1%&5% | 2.4%&0.0%&-7.8% | -3%[46.1 µM] | -8%[15.4 µM] | -6% | -2%&8%&4%&9% | 1%&6%&-7%&-4% | 3%&-8%&-12%
COC(=O)C(Cc1ccc(OC(=O)c2ccc(C(F)(F)F)cc2)cc1)N1Cc2ccccc2C1=O (stereo unspecified)
    0% | 1.3% | -20%[46.1 µM] | -10% | -7% | -11% | -20% | -7%
O=c1[nH]c(SCc2ccc(Cl)cc2)nc2ccsc12
    9% | -1.3% | -17% | -24% | 0% | -2% | -12% | -4%
O=[N+]([O-])c1ccc(Oc2cccc(F)c2)c2ccncc12
    -9% | 2.1% | -15%[46.1 µM] | -1% | 5% | 2% | 3% | ?
O=C(NCCO)c1ccc2c(c1)S(=O)(=O)c1ccccc1C2=O
    ? | -1.0% | -15%[46.1 µM] | -11% | 5% | -1% | -11% | -8%
Cc1ccc(CN2C(=O)CSc3ccc(C(=O)NCCN4CCOCC4)cc32)cc1
    -7% | -1.1% | -7%[46.1 µM] | -2% | 2% | -3% | -3% | -2%
Nc1c(Cl)cc(Cl)cc1C(=O)OCC(=O)N1CCCC1
    ? | -7.6% | -4%[46.1 µM] | ? | 7% | ? | 27% | -13%
O=C(NCc1ccccc1)c1onc(CSc2ccccc2)c1C(=O)NCC1CC1
    . | 1.6% | -39% | . | -10% | -1% | -7% | -18%
COC(=O)C/C=C\[C@@H](C)[C@@H](/C=N\OC[C@@H](O)[C@H]1O[C@H]2OC(C)(C)O[C@H]2[C@@H]1O)NS(=O)(=O)c1ccc(C)cc1
    -3%[13.5 µM] | 1.1%[10.1 µM] | . | . | . | 5%[17.5 µM] | -5%[17.4 µM] | -8%[11.6 µM]
CCCc1cc(=O)c2c(O)cccc2o1
    -11% | 2.2% | 2% | -3% | 10% | 0% | 0% | -11%
CC1=C/C(=N\N=C2\NC(=O)C(CC(=O)Nc3ccccc3)S2)CC(C)(C)C1 (stereo unspecified)
    8% | -0.9%[10.1 µM] | -28% | 4% | -13% | -7% | 7% | -28%
C/C(=N\NC(=O)Cc1c(C)[nH][nH]c1=O)c1cccc(Br)c1
    . | 0.0% | 18% | . | ? | -15% | -1% | 20%
CCOc1cc(N2CCOCC2)c(OCC)cc1NC(=O)c1ccc(=O)n(Cc2ccccc2)n1
    -3% | -1.1% | -6%[46.1 µM] | -2% | -5% | -1% | -2% | -9%
Cc1c(CCO)c(=O)[nH]n1C(=O)c1c(F)cccc1F
    -8% | -2.3% | 3%[46.1 µM] | 6% | -15% | -2% | -2% | 3%
O=C(NNC(=O)c1ccc[nH]1)Nc1cccc(C(F)(F)F)c1
    7% | 1.1% | -2% | -7% | -16% | 7% | 3% | -9%
Cc1ccc(C(O)CN2C3=NCCN3c3ccccc32)cc1 (stereo unspecified)
    -3% | -0.7% | 5%[46.1 µM] | 1% | -11% | -2% | -6% | 4%
N#Cc1cc2c(nc1SCC(=O)O)CCCC2
    ? | -4.4% | 10%[46.1 µM] | 1% | -4% | 6% | -4% | 0%
COc1ccc(-c2cc(C(=O)Nc3sc4c(c3C#N)CCCC4)c3ccccc3n2)cc1OC
    -10% | -0.9% | -21%[46.1 µM] | 1% | 1% | -1% | -5% | -9%
O=C(Nn1cnnc1)C1Cc2ccccc2CN1S(=O)(=O)c1ccc(F)cc1 (stereo unspecified)
    -1% | 0.0% | 0%[46.1 µM] | -14% | 3% | 19% | 6% | 8%

Some of these compounds in order of their number in GAA inhib, low to high:
mol	GAA inhib
O=C(NNC(=O)c1ccc[nH]1)Nc1cccc(C(F)(F)F)c1	-7%
Cc1nn(C)cc1CN1CCC(CO)(CCOc2ccccc2)CC1	2%
CC1=C/C(=N\N=C2\NC(=O)C(CC(=O)Nc3ccccc3)S2)CC(C)(C)C1 (stereo unspecified)	4%
Cc1c(CCO)c(=O)[nH]n1C(=O)c1c(F)cccc1F	6%

(cont.)
Every second line gives: ALDH1A1 block | Epigenetic reg | NPSR antag | GAA inhib | GAA glycogen mod | aGal spleen mod | aGlu spleen mod | Tau fluor cs
CCNC(=S)N1CCC(C(N)=O)CC1
    . | 0.1% | 7% | . | 0% | 9% | 1% | 19%
Fc1ccc(COc2ccccc2CNCc2ccncc2)cc1
    ? | 0.0% | 23% | 2% | 2% | 11% | -5% | 5%
O=C(NCC1CCCO1)c1ccc(NC(=O)C2C3C=CC(C3)C2C(=O)O)cc1 (stereo unspecified)
    5% | -0.2% | -3%[46.1 µM] | -5% | 4% | 0% | 2% | 0%
COCCN1C(=O)c2ccccc2C(C(=O)NCc2ccco2)C1c1c[nH]c2ccccc12 (stereo unspecified)
    ? | -0.1% | -19%[46.1 µM] | -4% | 2% | 2% | -12% | -2%
Cn1c(Cn2c(=O)sc3ccccc32)nnc1SCC(=O)NCc1ccco1
    1% | -1.0% | 3%[46.1 µM] | -2% | 1% | 4% | -1% | 0%
COc1ccc(S(=O)(=O)NC(C(C)C)C(C)C)cc1OC
    10% | -1.0% | 13%[46.1 µM] | -4% | 1% | -3% | -17% | -3%
O=C(NCCc1ccccc1)c1c(F)c(F)c(F)c(F)c1F
    11% | 0.0% | 17% | 3% | -9% | -4% | 10% | 13%
CC1(C)CC(=O)c2cnc(NCc3ccco3)nc2C1
    ? | -4.8% | -12%[46.1 µM] | -2% | -3% | -3% | -3% | 10%
COc1ccccc1N1CCN(Cc2cc(Br)c(O)c3ncccc23)CC1
    ? | ? | -23%[46.1 µM] | -7% | 4% | -3% | -4% | ?
CC(=O)Nc1nc2ccccc2n1Cc1ccccc1C
    -3% | -0.8% | 2%[46.1 µM] | -10% | 3% | -2% | -14% | 2%
O=C(/C=C\c1cn(-c2ccccc2)nc1-c1cccs1)N1CCOCC1
    ? | -0.9% | -13% | -13% | -5% | -1% | -13% | -16%
COc1ccc(-c2cc(C(=O)NCc3cn(C)nc3C)c3ccccc3n2)cc1OC
    1% | -0.6% | 9% | ? | -3% | 1% | 2% | -3%
Cc1ccc(SCC2(O)CCN(S(=O)(=O)c3ccc(Cl)cc3)CC2)cc1
    ? | -0.8% | -9%[46.1 µM] | -4% | -5% | 4% | 3% | -22%
